EBV LMP1 NFkB – EBV LMP1-driven NF-kappaB luciferase reporter inhibitors, primary screen, cell-based, luminescence, single point; inhibition, % at 12.5 µM; 0.69% of 350,000 active; AID 504558, 2011; LMP1-induced NF-kappaB luciferase reporter cells; in the data active = inhibition above about 41%;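 note: 0% = neutral control wells and 100% = reference inhibitor control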
LRH-1 inv ag – LRH-1 (NR5A2) inverse agonists, primary screen, cell-based, luminescence, HEK293T, StAR-luciferase reporter. inhibition, % at 3.6 µM. 0.13% of 360,000 active. LRH-1 transfected, 24 h. Nuclear receptor subfamily 5 group A member 2 (Homo sapiens), O00482;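 active = inhibition above the mean inhibition of all tested compounds plus 3 SD, cut at about 73% in these data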;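 note: 0% = DMSO wells and 100% = reporter-only cells lacking LRH-1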
TROY NFkB inh – inhibitors of TROY-driven NF-kB signaling, primary screen, Q293 LMP1-TROYcd cells, NF-kB luciferase, uHTS; Q293 LMP1-TROYcd NF-kB luciferase reporter, 4 h; inhibition, % at 10 µM; 0.98% of 360,000 active; AID 1347056, 2019;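 active = compounds whose plate-normalised and pattern-corrected inhibition of the luciferase reporter signal at the single screening dose is 50% or more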
COUP-TFII inh – NR2F2 transcriptional activity inhibitors, primary screen, cell-based, luciferase reporter, HEK293T, luminescence; COUP transcription factor 2 (Homo sapiens), P24468; HEK293T NGFI-A luciferase reporter; inhibition, % at 8.6 µM; 0.7% of 370,000 active;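 active = inhibition above a per-plate cutoff, mean inhibition of test wells between control levels plus 3 SD, cut at about 38% in these data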;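 note: cells cotransfected with COUP-TFII expression vector driving the NGFI-A reporter; 0% = median of COUP-TF2 test wells and 100% = reporter-only cells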
Target sequence (P24468 whole entry, looked up): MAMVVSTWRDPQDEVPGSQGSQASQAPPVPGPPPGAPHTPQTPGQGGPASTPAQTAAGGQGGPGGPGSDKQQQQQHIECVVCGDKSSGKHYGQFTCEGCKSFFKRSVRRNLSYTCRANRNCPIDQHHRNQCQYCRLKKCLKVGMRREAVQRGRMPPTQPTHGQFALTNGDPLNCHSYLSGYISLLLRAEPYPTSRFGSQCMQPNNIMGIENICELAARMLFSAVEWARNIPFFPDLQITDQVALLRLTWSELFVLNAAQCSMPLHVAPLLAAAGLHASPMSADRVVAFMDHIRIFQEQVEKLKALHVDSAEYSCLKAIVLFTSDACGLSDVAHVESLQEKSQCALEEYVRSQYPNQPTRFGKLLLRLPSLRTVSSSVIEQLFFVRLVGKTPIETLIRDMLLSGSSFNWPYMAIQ
TRAIL sens C8 – viability loss with TRAIL in NB7+C8 cells, primary screen, TRAIL sensitizer project, cell-based, ATPlite luminescence. inhibition (viability loss, TRAIL sensitization), % at 10 µM. 1% of 360,000 active. AID 624354, 2012;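 active = compounds causing at least 50% loss of cell viability in the single-dose screen, relative to plate controls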
SRC1 inh – SRC1 coactivator transcriptional activity inhibitors, primary screen, cell-based, luminescence | Nuclear receptor coactivator 1 (Homo sapiens), Q15788 | HEK293 GAL4-SRC1 luciferase reporter | inhibition, % at 3.6 µM | 0.12% of 360,000 active;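 active = inhibition above the campaign mean plus 3 SD, with each screening campaign given its own cutoff, cut at about 60% in these data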;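 note: 0% = DMSO treated cells and 100% = gossypol at 36 µM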
SRC3 inh – SRC3 coactivator transcriptional activity inhibitors, primary screen, cell-based, luminescence; Nuclear receptor coactivator 3 (Homo sapiens), Q9Y6Q9; HEK293 GAL4-SRC3 luciferase reporter; inhibition, % at 3.6 µM; 0.17% of 360,000 active;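 active = inhibition above a per-campaign cutoff, the mean of all compounds plus 3 SD, cut at about 60% in these data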;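 note: 0% = DMSO-treated cells and 100% = gossypol-treated cells at 36 µM; higher means less SRC3-driven luciferase light from the GAL4 reporter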
TLR9-MyD88 block – inhibitors of TLR9-MyD88 association in cells, primary screen, cell-based, CHO, BLA complementation, fluorescence | CCF4 FRET ratio | AID 504734, 2011 | Toll-like receptor 9 (Homo sapiens) + Myeloid differentiation primary response protein … | inhibition, % at 4.98 µM | 0.21% of 340,000 active;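 active = inhibition above the mean over all tested compounds plus 3 SD, cut at about 21% in these data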;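 note: 0% = DMSO only wells and 100% = clavulanate BLA inhibitor control wells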
TWEAK Fn14 block – inhibitors of TWEAK-Fn14 signaling, primary screen, luciferase reporter cells, uHTS. TWEAK-stimulated Fn14 reporter cells, luciferase luminescence, 8 h. inhibition, % at 10 µM. 2% of 360,000 active; in the data active = inhibition above about 50%
NCOA2 inhibitor – inhibition of GAL4-SRC2 driven luciferase reporter, primary screen, SRC2 inhibitor project, cell-based, luminescence; inhibition, % at 9 µM; Nuclear receptor coactivator 2 (Homo sapiens), Q15596; HEK293 GAL4-SRC2 luciferase reporter; 0.17% of 370,000 active; AID 651957, 2012;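 active = inhibition above the mean inhibition of all tested compounds plus 3 SD, set per campaign, cut at about 52% in these data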;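 note: 0% = DMSO treated cells and 100% = cells given Gossypol at 36 µM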
NOD2 RIPK2 PPI – NOD2-RIPK2 binding disruptors in cells, primary screen, fluorescence, CHO cells, BLA complementation; Receptor-interacting serine/threonine-protein kinase 2 (Homo sapiens), O43353; CCF4 ratio; inhibition, % at 4.98 µM; 0.38% of 360,000 active; AID 624267, 2012; in the data active = inhibition above about 21%;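 note: 0% = vehicle only and 100% = reference blocker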
Target sequence (O43353 whole entry, looked up): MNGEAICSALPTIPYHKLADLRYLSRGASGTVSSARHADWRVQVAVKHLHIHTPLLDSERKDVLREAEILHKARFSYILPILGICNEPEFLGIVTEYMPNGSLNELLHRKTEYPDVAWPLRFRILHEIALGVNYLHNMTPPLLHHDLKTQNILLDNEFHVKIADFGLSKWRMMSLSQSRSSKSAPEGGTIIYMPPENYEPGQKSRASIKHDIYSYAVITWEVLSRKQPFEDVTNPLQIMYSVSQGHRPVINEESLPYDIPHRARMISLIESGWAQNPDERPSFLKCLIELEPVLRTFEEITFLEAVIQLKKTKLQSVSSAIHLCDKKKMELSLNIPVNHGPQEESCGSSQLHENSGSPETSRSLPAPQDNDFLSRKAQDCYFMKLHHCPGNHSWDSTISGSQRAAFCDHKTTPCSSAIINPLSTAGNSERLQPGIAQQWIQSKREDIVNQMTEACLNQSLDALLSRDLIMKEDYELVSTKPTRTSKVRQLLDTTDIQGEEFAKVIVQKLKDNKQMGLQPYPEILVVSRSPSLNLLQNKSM
Starred values were filed as active, the others as inactive; . = not tested or not shown. A portion of the library; rates above refer to the full screens.

SMILES	EBV LMP1 NFkB	LRH-1 inv ag	TROY NFkB inh	COUP-TFII inh	TRAIL sens C8	SRC1 inh	SRC3 inh	TLR9-MyD88 block	TWEAK Fn14 block	NCOA2 inhibitor	NOD2 RIPK2 PPI
COc1ccccc1N1C(=O)NC(=O)/C(=C\c2cnn(-c3ccccc3)c2)C1=O	1	-34	5	-4	-1	-97	-4	-17	-22	-4	6
COc1ccccc1CN1CCN(C(=O)COc2cccc(C)c2)CC1	0	-4	-4	3	-2	-14	-8	-12	-1	-3	-5
CCCCNC(=O)Nc1ccc(C(O)(C(=O)OCC)C(F)(F)F)cc1 (stereo not given)	-10	-8	-41	12	4	-41	18	-26	-6	-23	-2
Cc1ccc(S(=O)(=O)N2CN3CCN(C3)C2)cc1	-23	-4	-9	-6	-8	5	22	-10	-9	6	9
C=CCc1cc(C=C2C(=O)N(C)C(=O)N(C)C2=O)cc(OCC)c1OCc1ccccc1	-15	8	5	7	5	13	1	0	17	9	-4
O=Cc1cn(Cc2cccc([N+](=O)[O-])c2)c2ccccc12	89*	81*	68*	14	9	41	30	-6	28	32	2
c1cc2c(cc1-c1ccc3c(c1)OCO3)CNCc1cnnn1-2	.	-57	-24	-42	-19	-35	-37	.	-44	-42	-1
CCc1cc2c(cc1-c1csc(C/C(N)=N/O)n1)C(C)(C)CCC2(C)C	-16	4	-18	19	10	6	1	12	4	25	-2
CC1=NN(c2ccccc2)C(=O)/C1=C/c1c(O)[nH]c(=S)[nH]c1=O	-1	10	1	-1	0	-3	15	-10	3	-20	-4
O=C(c1cccc2ccccc12)C1CCCN(C2CCC2)C1 (stereo not given)	-58	-36	-5	-2	6	3	-20	-8	2	-46	6

In a second layout: entries from further up
mol | EBV LMP1 NFkB | LRH-1 inv ag | TROY NFkB inh | COUP-TFII inh | TRAIL sens C8 | SRC1 inh | SRC3 inh | TLR9-MyD88 block | TWEAK Fn14 block | NCOA2 inhibitor | NOD2 RIPK2 PPI
COc1ccccc1N1C(=O)NC(=O)/C(=C\c2cnn(-c3ccccc3)c2)C1=O | 1 | -34 | 5 | -4 | -1 | -97 | -4 | -17 | -22 | -4 | 6
COc1ccccc1CN1CCN(C(=O)COc2cccc(C)c2)CC1 | 0 | -4 | -4 | 3 | -2 | -14 | -8 | -12 | -1 | -3 | -5
CCCCNC(=O)Nc1ccc(C(O)(C(=O)OCC)C(F)(F)F)cc1 (stereo not given) | -10 | -8 | -41 | 12 | 4 | -41 | 18 | -26 | -6 | -23 | -2
Cc1ccc(S(=O)(=O)N2CN3CCN(C3)C2)cc1 | -23 | -4 | -9 | -6 | -8 | 5 | 22 | -10 | -9 | 6 | 9
C=CCc1cc(C=C2C(=O)N(C)C(=O)N(C)C2=O)cc(OCC)c1OCc1ccccc1 | -15 | 8 | 5 | 7 | 5 | 13 | 1 | 0 | 17 | 9 | -4
O=Cc1cn(Cc2cccc([N+](=O)[O-])c2)c2ccccc12 | 89* | 81* | 68* | 14 | 9 | 41 | 30 | -6 | 28 | 32 | 2
c1cc2c(cc1-c1ccc3c(c1)OCO3)CNCc1cnnn1-2 | . | -57 | -24 | -42 | -19 | -35 | -37 | . | -44 | -42 | -1
CCc1cc2c(cc1-c1csc(C/C(N)=N/O)n1)C(C)(C)CCC2(C)C | -16 | 4 | -18 | 19 | 10 | 6 | 1 | 12 | 4 | 25 | -2
CC1=NN(c2ccccc2)C(=O)/C1=C/c1c(O)[nH]c(=S)[nH]c1=O | -1 | 10 | 1 | -1 | 0 | -3 | 15 | -10 | 3 | -20 | -4
O=C(c1cccc2ccccc12)C1CCCN(C2CCC2)C1 (stereo not given) | -58 | -36 | -5 | -2 | 6 | 3 | -20 | -8 | 2 | -46 | 6

Remaining list, next part
SMILES	EBV LMP1 NFkB	LRH-1 inv ag	TROY NFkB inh	COUP-TFII inh	TRAIL sens C8	SRC1 inh	SRC3 inh	TLR9-MyD88 block	TWEAK Fn14 block	NCOA2 inhibitor	NOD2 RIPK2 PPI
O=C(O)c1cc2ccccc2oc1=O	-5	-24	-50	0	-1	-96	-21	3	-11	-45	-1
Clc1ccc(C2N3CCCN23)c(Cl)c1 (stereo not given)	7	-1	-27	9	31	3	7	2	1	8	-4
C=C(C)C(Cc1c(OC)ccc(C(=O)/C=C/c2ccc(O)cc2)c1O)OO (stereo not given)	-17	-12	13	36	21	-45	-15	-1	17	-5	-4
COc1ccc(C(C)=O)cc1CC(C(=O)c1ccc(F)cc1)N(C)C (stereo not given)	-1	32	22	-26	-4	10	17	-2	-18	-2	-6
COc1ccc(N2CCN(CCc3ccncc3)CC2)cc1	4	-8	11	13	9	4	7	-6	8	5	-3
Cc1ccccc1NC(=O)COC(=O)c1cc(C)n(C2CC2)c1C	34	-24	-9	-7	-7	-22	4	-25	0	-3	-8
CCN1CCN(Cc2cc(Br)cc(OC)c2O)CC1	5	-15	7	-22	-7	7	0	0	18	10	-4
O=C1C2CCCN2C(c2ccccc2)N1c1ccccn1 (stereo not given)	2	-1	9	-2	-33	-2	1	-8	7	-6	12
COc1ccc(CCN)cc1O	1	-9	-13	3	-10	8	6	-2	11	9	2
Cc1ccc(-n2c(O)c(C=NCC3CCCO3)c(=O)[nH]c2=O)c(C)c1 (stereo not given)	0	-7	-7	2	2	-3	19	3	-5	13	-15
O=C1NC(=O)C(CCc2ccncc2)(Cc2ccc([N+](=O)[O-])cc2)C(=O)N1	0	-9	7	-9	2	12	-36	-14	12	-2	-20
COC(=O)C1=C(c2ccc(C(C)=O)cc2)C[C@@H]2CC[C@H]1N2C(=O)NCc1ccco1	3	-13	-2	6	-5	-21	-13	6	6	5	-10
Cc1ccc(S(=O)(=O)N2Cc3cc(-c4cccc(F)c4)ccc3-n3nncc3C2)cc1	.	-21	19	-6	-10	12	6	.	2	21	2
COc1cccc(C2(O)CCN(CC(=O)Nc3nc(C)cs3)CC2)c1	7	8	18	-17	4	-22	-15	-2	3	8	7
CCOC(=O)c1c(C)c(P(=S)(N2CCOCC2)N2CCOCC2)n(C)c1C	-7	-4	.	5	-6	7	0	1	16	-1	-17
CNC(=O)Oc1cccc2c1OC(C)(C)O2	11	6	-14	0	-4	-7	0	-2	16	-9	-4
COc1ccc(CC(=O)N(CCN(C)C)CC2CCCN(Cc3ccccc3F)C2)cc1 (stereo not given)	8	9	-14	-5	-1	11	-2	-6	1	6	1
O=C(NC(=S)N1CC1)c1ccccc1	-8	-13	6	-15	-21	-27	-21	4	-72	23	4
CCC(=NCCc1ccccc1)c1c(O)n(C)c(=O)n(C)c1=O	-6	7	24	6	12	-3	13	8	13	16	-5
CN1C2c3ccccc3C3C4c5ccccc5C(C31)C(C2[N+](=O)[O-])N4C (stereo not given)	0	16	-8	7	-19	19	-1	-39	23	-22	-3
CCCCCCOC(=O)c1ccccc1N	-3	2	-41	-10	-14	-43	-15	-2	-7	-40	-6
Cn1cccc1/C=C1\C(=O)NC(=O)N(Cc2ccccc2Cl)C1=O	13	11	16	14	-8	-44	-23	5	38	-1	-2
COc1ccccc1C(=O)C1CCCN(Cc2cnc(C)s2)C1 (stereo not given)	4	0	15	12	5	4	7	3	3	8	-8
Cc1cccc(N=Cc2c(O)n(-c3ccccc3C)c(=O)[nH]c2=O)c1	0	0	-6	12	11	-13	7	-4	5	17	4
CC12Cc3cnoc3C=C1CCC1C2CCC2(C)C1CCC2(C)O (stereo not given)	21	-8	43	23	12	-1	3	-2	2	20	-7
O=C(OCCN1CCOCC1)C1(c2ccccc2)CCCC1	-4	-20	13	-8	1	-14	-6	1	-2	16	-4
CCOC(=O)c1c(C)n(Cc2ccccc2)c2ccc(O)cc12	11	-14	7	7	-7	13	6	-5	19	-28	-7
COc1ccc(C2SCC(=O)Nc3c2c(C)nn3C2CCOC(C)(C)C2)cc1OC (stereo not given)	-8	11	0	21	1	18	13	-6	-1	-16	-2
NC(=O)c1ccsc1NC(=O)COC(=O)Cc1ccccc1	3	-3	4	12	26	5	14	-5	14	16	6
CC(=O)Nc1cc(C(=O)N2CCC3(CC2)OCCO3)ccc1S(=O)(=O)c1ccc(C)cc1	-12	9	12	-3	-5	-1	10	-1	-2	-14	-13
CC(C)(C)C(=O)O[C@H]1CC[C@@]2(C)C(=CC(=O)C3C2CC[C@]2(C)C(=O)CCC32)C1 (stereo not given in full)	1	15	14	6	21	-4	6	-1	-10	19	16
CC1CCCCC1NC(=O)CNC(=S)N1CC2CC(C1)c1cccc(=O)n1C2 (stereo not given)	4	-1	10	-17	-4	-9	6	11	-1	-33	9
COc1ccc(-n2c(SCCN(C)C)nc3ccccc3c2=O)cc1	-3	0	2	-4	7	3	14	-5	13	-12	-2
CC(C)(C)C(=O)O[C@H]1CC[C@@]2(C)C(=CC(=O)C3C2CC[C@]2(C)C(=O)[C@H](O)CC32)C1 (stereo not given in full)	0	-13	-3	10	-12	-14	-2	4	-7	16	-7
COc1ccc(C(=O)OC2CC[C@@]3(C)C4CCC5[C@]6(O)CC(O)[C@@]7(O)C(CN8CC(C)CCC8[C@@]7(C)O)[C@]6(O)C[C@@]53O[C@]24O)cc1OC (stereo not given in full)	17	-4	-9	6	-21	1	1	3	12	3	0
CCOC(=O)C1SC2(C(F)F)CC1(O)c1c(c(OC)c3occc3c1OC)O2 (stereo not given)	-3	12	-14	6	-11	2	17	7	-3	-21	-3
Cc1ccc(C(=O)c2cc(Br)ccc2N)cc1	-13	-46	-39	-26	-2	-27	-30	-7	-4	-47	-5
CCN(CC(=O)Nc1ccc(NC(C)=O)cc1)C(=O)CSC(c1ccccc1)c1ccccc1	0	13	-13	22	9	-26	12	-4	-14	-51	-5
O=c1cccc2n1C[C@H]1C[C@@H]2CN2CCCC[C@@H]12	-11	4	-21	-9	19	12	12	7	-5	21	1
CCC1(O)CCC2C3CCC4=CC(=O)CCC4C3CCC21CC (stereo not given)	1	7	15	-15	-8	21	2	-7	11	-49	-11
